Screening results: PubChem BioAssay, National Center for Advancing Translational Sciences (NCATS)
Vif-APOBEC3F blk: qHTS for Inhibitors of Vif-A3F Interactions: qHTS. HeLa A3F-eYFP + Vif (tagged APOBEC3F with the HIV-1 protein that degrades it), YFP fluorescence increase. actives 0.2% (n = 390,000). Potency, µM (top dose mostly 46.1 µM), for the others: at the top dose activity, negative = active; also: potency is read from the fitted curve at half-maximal effect; % of control where 0% means no effect; nearly all actives have a fitted effect of over 65% in size
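HeLa cells stably expressing Vif plus C-terminally eYFP-tagged A3F were seeded, incubated overnight at 37 deg C, dosed with compound, incubated overnight again at 37 deg C. Yellow fluorescence (Ex 488/Em 500-530) reported blocked Vif-mediated A3F-eYFP degradation.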
RXFP1 ag: qHTS Assay for Agonists of the Relaxin Receptor RXFP1; HEK293T-RXFP1 cAMP TR-FRET, 30 min; response scale: percent of porcine relaxin response, buffer zero; Potency, µM (titrated, usually from 57.5 µM), for the others: at the top dose activation, actives largely listed as activators; AID 2676, 2010; Relaxin receptor 1 (Homo sapiens), Q9HBX9; actives 0.3% (n = 370,000); also: potency is read from the fitted curve at half-maximal effect; % is scaled to controls: 0 for no effect and ±100 for the full control effect; nearly all actives have a fitted effect of over 60% in size; many of its hits are not listed in these tables
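HEK293 cells stably expressing RXFP1, treated 30 min at 37C with compounds plus PDE4 inhibitor Ro 20174; cAMP measured by HTRF TR-FRET. Normalized to buffer and 29 nM porcine relaxin; EC50 by Hill fit.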
D1 ag: Allosteric Agonists of the Human D1 Dopamine Receptor: qHTS | D(1A) dopamine receptor (Homo sapiens), P21728 | activation, % at 2 µM | actives 1% (n = 360,000) | HEK293 T-REx D1 cells, calcium flux, agonist mode; in the data active = activation above about 30%; also: 0% is about no effect
Target sequence (P21728 whole entry, looked up): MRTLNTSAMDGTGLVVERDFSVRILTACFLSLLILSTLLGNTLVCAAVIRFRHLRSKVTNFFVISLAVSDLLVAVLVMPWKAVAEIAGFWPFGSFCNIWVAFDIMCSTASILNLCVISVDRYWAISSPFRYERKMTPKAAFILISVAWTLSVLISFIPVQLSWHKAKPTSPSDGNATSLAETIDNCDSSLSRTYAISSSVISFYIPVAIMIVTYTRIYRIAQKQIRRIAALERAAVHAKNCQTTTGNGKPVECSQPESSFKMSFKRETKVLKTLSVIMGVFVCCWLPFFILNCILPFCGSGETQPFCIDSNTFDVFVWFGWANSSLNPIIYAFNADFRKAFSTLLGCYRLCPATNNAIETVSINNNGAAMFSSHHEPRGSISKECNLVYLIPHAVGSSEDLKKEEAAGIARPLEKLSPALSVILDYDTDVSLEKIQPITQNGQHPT
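Tetracycline-induced HEK293 TREx D1 cells, force-coupled to calcium signalling, were dye-loaded with a no-wash calcium kit. Compound was pin-added after a 10 s baseline. Fluorescence was read kinetically at 1 cycle/s for 180 s, with calcium rises flagged as agonism.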
GRP78 ERSR act: qHTS for Inducers of the Endoplasmic Reticulum Stress Response (ERSR) in Human Glioma: qHTS; Potency, µM, inactives show at the top dose activation, most hits filed as activators; U87-MG GRP78 promoter luciferase reporter, 16 h; actives 0.02% (n = 420,000); also: potency is read from the fitted curve at half-maximal effect; series mostly up to about 76 µM; % of control where 0% means no effect; nearly all actives have a fitted effect of over 35% in size
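ERSR induction read as luciferase luminescence (Bright-Glo, 10 min at room temperature) in stably transfected human U87-MG glioma cells exposed to compounds for 16 h, using GRP78 as sensor.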
D1 PAM: Potentiators of Human D1 Dopamine Receptor: qHTS. D(1A) dopamine receptor (Homo sapiens), P21728. HEK293 TREx D1 cells, calcium flux, dopamine EC20 potentiation. potentiation, % at 10 µM. actives 0.036% (n = 360,000); in the data active = potentiation above about 30%; also: 0% is about no effect
D1 antagonist: Antagonist of Human D 1 Dopamine Receptor: qHTS | D(1A) dopamine receptor (Homo sapiens), P21728 | HEK293 TREx D1 cells, calcium flux, dopamine EC80; active compounds read low | activity change, negative = inhibition, % at 10 µM | actives 3.2% (n = 360,000); in the data active = activity change below about -30%; also: % is scaled to controls: 0 for no effect and ±100 for the full control effect
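Compound effects on dopamine-evoked calcium signalling were measured in tetracycline-induced HEK293 Trex D1 cells. Dopamine at EC80 followed a 180 s compound pre-read, and fluorescence was tracked kinetically for 180 s more.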
Vif-A3G inh: qHTS for Inhibitors of Vif-A3G Interactions: qHTS; DNA dC->dU-editing enzyme APOBEC-3G (Homo sapiens), Q9HC16; HeLa A3G-eYFP + Vif (tagged APOBEC3G with the HIV-1 protein that degrades it), YFP fluorescence, overnight; Potency, µM (doses to about 46.1 µM), for inactives: top-dose activity, negative = active, most hits filed as inhibitors; actives 0.076% (n = 410,000);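 also: potency is read from the fitted curve at half-maximal effect; % is scaled to controls: 0 for no effect and ±100 for the full control effect; nearly all actives have a fitted effect of over 60% in size; hits raise eYFP signal because A3G escapes Vif-driven loss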
Target sequence (Q9HC16 whole entry, looked up): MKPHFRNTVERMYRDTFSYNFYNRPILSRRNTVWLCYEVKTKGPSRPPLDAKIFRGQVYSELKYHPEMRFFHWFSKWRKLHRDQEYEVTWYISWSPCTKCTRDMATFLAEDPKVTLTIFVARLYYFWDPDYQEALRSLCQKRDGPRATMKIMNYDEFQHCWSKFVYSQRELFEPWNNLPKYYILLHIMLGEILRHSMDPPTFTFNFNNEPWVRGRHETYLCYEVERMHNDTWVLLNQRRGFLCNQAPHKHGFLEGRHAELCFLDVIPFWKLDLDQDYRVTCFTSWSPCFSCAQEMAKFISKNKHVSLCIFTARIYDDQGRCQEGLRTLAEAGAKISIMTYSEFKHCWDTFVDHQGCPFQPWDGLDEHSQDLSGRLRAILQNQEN
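HeLa cells stably expressing Vif and C-terminally eYFP-tagged A3G, seeded overnight at 37 deg C, then exposed to compound by pintool overnight at 37 deg C. Rise in yellow fluorescence (Ex 488/Em 500-530, Acumen) marks blocked Vif-driven A3G degradation.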
D2 potentiator: HTS Assay for Positive Allosteric Modulators of the Human D2 Dopamine Receptor: Primary Screen for Potentiators | AID 485347, 2010 | actives 0.34% (n = 340,000) | HEK293 T-REx D2, calcium flux, EC20 dopamine potentiation | potentiation, % at 10 µM;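 active = potentiation over 3 SD above the plate norm, cut at about 30% in these data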; also: 0% is about no effect
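Calcium flux readout, no-wash dye, 1 read/s. Inducible HEK293 Trex D2 line, overnight 30 C. Compound alone 180 s (agonist flags), then EC20 dopamine, another 180 s to score potentiation.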
RXFP1 antag: qHTS Assay for Antagonists of the Relaxin Receptor RXFP1. Relaxin receptor 1 (Homo sapiens), Q9HBX9. HEK293-RXFP1, relaxin-stimulated cAMP HTRF, 30 min; active compounds read low. activity change, negative = inhibition, % at 57.5 µM. actives 0.59% (n = 350,000). AID 1259400, 2018;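 active = activity change of -60% or lower, but not beyond a set lower limit; inconclusive = change between -60% and -40%, or beyond the set limit; inactive = change above -40%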; also: % is scaled to controls: 0 for no effect and ±100 for the full control effect
The depositor's hits bear a star; ? = inconclusive; · = no result given. Unless noted, calls follow the shape of the dose curve; as a rule, active = well fitted curve in the direction sought with a large enough effect; inconclusive = small, poorly fitted or top-dose-only effect, or another doubt; inactive = no such curve, though single readings can be large; an effect the other way counts as inactive or inconclusive. The list is partial. The share of hits here may be higher or lower than overall.

compound	Vif-APOBEC3F blk	RXFP1 ag	D1 ag	GRP78 ERSR act	D1 PAM	D1 antagonist	Vif-A3G inh	D2 potentiator	RXFP1 antag
Cc1ccc(OCCC(=O)OCc2csc(CC(=O)Nc3ccccc3C)n2)cc1	9%	3.3%	13	-5%	-1	-11	2%	14	-9
Cn1nnc(C(O)CN2CCOCC2)n1 (centres undefined)	-5%	1.9%	0	-3%	0	7	3%	-5	10
O=C(c1cnn2ccccc12)N1CCCc2ccccc21	3%	9.0%	0	-4%	-5	7	5%	-9	·
Cc1cc(=O)n2nc(N3CCC(C(=O)NC4CCCc5ccccc54)CC3)sc2n1 (centres undefined)	-17%	3.5%	1	3%	1	28	-1%	11	-6
CCOC(=O)c1c(C)nc(C)c(C(=O)OCC)c1-c1ccc(O)c(OC)c1	6%	3.2%	0	-2%	-3	-5	-15%	25	-10
COC(=O)Nc1ccc([N+](=O)[O-])cc1OC	2%	-1.8%	-1	-1%	4	-1	0%	0	9
COc1ccc(CN2CCNC(=O)C2CC(=O)NC2CC(C)(C)CC(C)(C)C2)cc1OC (centres undefined)	4%	-1.2%	0	-2%	-3	9	3%	-2	-5
O=C1C=CC(=O)N1c1ccc2ccccc2c1	-5%	·	·	-1%	·	·	-9%	·	-2
CCOCCc1nn2c(=O)cc(COC(=O)COc3ccc(C)c(C)c3)nc2s1	4%	2.4%	3	-4%	-7	-22	-1%	3	-20
Cc1ccc(C(=O)CCC(=O)OCC(=O)Nc2ccc3[nH]c(=O)[nH]c3c2)cc1	-3%	-0.6%	0	-3%	-1	5	2%	7	-12
CS(=O)(=O)/C(C#N)=C\c1cnc(S(=O)(=O)c2ccccc2)s1	·	1.5%	16	·	-3	6	·	4	·
O=C(COC(=O)c1ccccc1[N+](=O)[O-])Nc1cccnc1Cl	-19%	0.0%	0	-5%	2	-2	-3%	-2	-7

A second format for 2 compounds above:
Cc1ccc(C(=O)CCC(=O)OCC(=O)Nc2ccc3[nH]c(=O)[nH]c3c2)cc1
  Vif-APOBEC3F blk = -3% | RXFP1 ag = -0.6% | D1 ag = 0 | GRP78 ERSR act = -3% | D1 PAM = -1 | D1 antagonist = 5 | Vif-A3G inh = 2% | D2 potentiator = 7 | RXFP1 antag = -12
CS(=O)(=O)/C(C#N)=C\c1cnc(S(=O)(=O)c2ccccc2)s1
  Vif-APOBEC3F blk = · | RXFP1 ag = 1.5% | D1 ag = 16 | GRP78 ERSR act = · | D1 PAM = -3 | D1 antagonist = 6 | Vif-A3G inh = · | D2 potentiator = 4 | RXFP1 antag = ·

Additional compounds:
compound	Vif-APOBEC3F blk	RXFP1 ag	D1 ag	GRP78 ERSR act	D1 PAM	D1 antagonist	Vif-A3G inh	D2 potentiator	RXFP1 antag
Cc1ccc(Cl)c2c1N[C@@H](c1ccc(C(=O)O)cc1)[C@H]1CC=C[C@@H]21	2%	0.0%	-1	0%	1	-12	3%	-13	9
COc1ccccc1/C=C/C(=O)/C=C/c1ccccc1O	?	-0.6%	4	-1%	-5	-34*	?	-2	-7
CNC(=S)N1CCC(NC(=O)c2ccco2)CC1	·	4.0%	4	·	-10	-2	·	9	·
C=CCSc1ncccc1C(=O)NCCc1ccccc1	-3%	0.0%	1	4%	-10	-9	-3%	-7	-9
O=C(NN1C(=O)c2ccccc2C1=O)c1ccc2c(c1)C(=O)N(CC1CCCO1)C2=O (centres undefined)	3%	0.0%	1	0%	-1	-25	0%	4	-6
O=C(Nc1cc(C(F)(F)F)ccc1Cl)c1cc2nc(-c3ccc4c(c3)OCO4)cc(C(F)(F)F)n2n1	3%	1.7%	0	-3%	-5	12	0%	-1	2
CCCC(=O)Nc1ccc(Nc2ccccc2)cc1	-7%	4.6%	8	3%	-6	-26	0%	3	30
Cc1onc(-c2ccccc2)c1C(=O)N/N=C/c1ccc(O)c([N+](=O)[O-])c1	7%	0.6%	2	-4%	-7	10	0%	-11	-5
CCn1c(CNc2ccc(Cl)cc2)nnc1SCC(=O)OC1CCCCC1	-9%	0.0%	9	-17%	-4	0	5%	-5	3
CCOC(=O)N1CCN(C(=O)c2cn(C)c3ccc(S(=O)(=O)N(C)C4CCCCC4)cc3c2=O)CC1	-7%	1.2%	1	-6%	0	2	2%	-6	-1
CCOc1ccc(OCc2ccc(C(=O)N/N=C(\C)c3ccccn3)cc2)cc1	-33%	2.8%	11	1%	-2	-13	0%	9	10
CCOc1ccc(NC(=O)COC(=O)c2ncc(Cl)c(Cl)c2Cl)cc1	3%	4.0%	1	-4%	0	-15	1%	9	·
Cc1ccc(C2=C(O)c3ccccc3C(=O)C2=O)cc1	0%	-4.4%	4	0%	4	3	1%	2	1
C=C(C)CN(CC)C(=O)CSc1nc(O)cc(=O)n1C1CCCC1	5%	2.4%	5	-3%	-1	7	0%	0	3
CC(=O)c1cccc(NC(=O)CNC(=O)Cc2cccc3ccccc23)c1	13%	·	·	-3%	·	·	-6%	·	?
CCn1c(C(=O)NC(C)c2ccc3c(c2)OCCO3)cc2sccc21 (centres undefined)	2%	-1.2%	6	-3%	-1	-32*	-13%	5	·
CN(CCCNC(=O)C1CCC(=O)N1Cc1ccccc1Cl)c1ccccc1 (centres undefined)	-12%	0.0%	1	-4%	1	-10	0%	-5	4
CCCc1cc(=O)[nH]c(SCC(=O)c2c[nH]c3ccccc23)n1	3%	0.7%	3	-2%	0	8	0%	2	6
Clc1ccc(-c2cn3cc(Cl)ccc3n2)cc1	-1%	0.8%	0	-10%	1	9	0%	2	12
COc1cc(C(C(=O)NC2CCCC2)N(C(=O)c2snc(C(N)=O)c2N)C2CCCC2)cc(OC)c1OC (centres undefined)	2%	1.2%	2	-1%	-2	23	-3%	-1	-3
COc1ccc(-c2cc(C(=O)Nc3ccc(S(=O)(=O)Nc4ncccn4)cc3)c3ccccc3n2)cc1	2%	2.2%	3	6%	1	-2	-12%	4	-11
Cc1ccc(NC(=O)CCc2c(C)nc3c(-c4ccc(F)cc4)c(C)nn3c2C)cc1F	2%	-1.0%	2	-2%	-4	5	2%	-15	·
O=C(Nc1cccc(NC(=O)c2c(F)cccc2F)n1)c1c(F)cccc1F	1%	-3.6%	13	-4%	0	3	-1%	10	-8
O=C(NC(=S)NNC(=O)c1cnccn1)c1ccc(F)cc1	1%	0.3%	3	1%	-6	-13	1%	2	10
CCc1ccc(N(CC)c2ncnc3nc[nH]c23)cc1	4%	0.0%	0	-4%	-1	-1	4%	6	·
CC1C(=O)N(Cc2cn(CC3CCCCC3)nn2)CCS(=O)(=O)N1Cc1ccc(-c2ccc(Cl)c(Cl)c2)cc1 (centres undefined)	2%	·	·	-3%	·	·	3%	·	-5
Cc1ccc(S(=O)(=O)c2c(C)nn(C(C)(C)C)c2OC(=O)c2ccc(Br)o2)cc1	0%	4.3%	2	-5%	-6	-12	-18%	-2	·
CCCn1nc(CC(=O)OCC)c2ccccc2c1=O	-7%	1.9%	0	-4%	-9	3	0%	18	7
COc1ccc(-c2c(C)c3ccc(O)c(CN4CCCC4)c3oc2=O)cc1OC	1%	19%	0	-3%	-3	3	6%	11	·
CCOC(=O)c1c(C)nc(C)c(C(=O)OCC)c1-c1ccc(Br)cc1	-20%	2.1%	2	1%	-1	24	-5%	0	-19
O=C(Nc1ccccc1F)Nc1ccccc1N1CCCCC1	-1%	-0.2%	3	-1%	2	1	-4%	4	-11
O=C(NCC1CCCO1)c1ccc(N2CCCCC2)nc1 (centres undefined)	-5%	0.0%	2	2%	-4	-5	1%	5	2
CC(=O)c1sc(NC(=O)c2ccc(COc3ccccc3Cl)o2)nc1C	-4%	20%	5	2%	-4	-11	-3%	-6	-21
C=CCOc1ccc(CNc2ccc3[nH]c(=O)[nH]c3c2)cc1	-7%	0.0%	2	-3%	3	-2	-6%	0	-20
CCCCN(CCCC)c1cc(C)nc(-c2ccccc2O)n1	0%	0.3%	5	6%	-2	6	-1%	-9	3
CCC1(CC)Cc2ccccc2-c2nc(-c3ccccc3)oc(=O)c21	-29%	-0.5%	3	-5%	2	6	1%	16	10
Cc1ccc(S(C)(=O)=NC(=O)NC(=O)c2c(Cl)cccc2Cl)cc1 (centres undefined)	9%	0.8%	3	-5%	-3	4	0%	-9	10
O=C(O)c1cc(-c2ccco2)nn1-c1cccc(Cl)c1	5%	6.2%	1	-6%	0	-12	-2%	10	-10
CC1=C(C(=O)OC(C)C)C(c2ccccc2)NC(=S)N1C (centres undefined)	-6%	2.4%	1	-1%	-6	2	-6%	6	·
Cc1cccc(CN2C(=O)c3ccccc3S(=O)(=O)c3ccc(C(=O)NCCCN4CCCC4)cc32)c1	-1%	-0.2%	0	-4%	3	2	2%	-6	-22
